# BCLXL inh = blocks human Bcl-xL binding to Bim BH3 peptide; GST-Bcl-xL / FITC-Bim BH3 peptide fluorescence polarization; inhibition, % at 10.9 µM; 320,000 tested, 0.7% active; AID 2129;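 active = inhibition above the mean of all tested compounds plus 3 SD, cutoff set per campaign, cut at about 30% in these data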;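 note: 0% = DMSO wells and 100% = unlabeled Bim-BH3 peptide competitor; inhibitors lower millipolarization by displacing the labeled peptide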
# Target sequence (Q07817 whole entry, looked up): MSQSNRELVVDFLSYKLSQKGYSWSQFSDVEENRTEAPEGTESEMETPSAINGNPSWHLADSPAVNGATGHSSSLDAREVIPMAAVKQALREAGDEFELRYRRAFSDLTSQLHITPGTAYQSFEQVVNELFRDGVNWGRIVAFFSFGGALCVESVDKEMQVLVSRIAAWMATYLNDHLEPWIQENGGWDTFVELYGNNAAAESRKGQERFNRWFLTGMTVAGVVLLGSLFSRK
# Fam108B counter = blocks mouse Fam108B hydrolase in RBBP9 counter-screen; 300,000 tested, 0.33% active; recombinant Fam108B, FP-Rh probe fluorescence polarization; AID 1947; inhibition, % at 9.51 µM;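 active = inhibition above the screen mean inhibition plus 3 SD, computed separately per campaign, cut at about 18% in these data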;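 note: inhibitors lower polarization as less probe binds the enzyme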
# AHR activator = human AHR activation | AHR-responsive luciferase reporter cells, luminescence | activation, % at 5 µM | P35869 | 320,000 tested, 2.5% active; in the data active = activation above about 47%;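 note: 0% = vehicle wells and 100% = reference agonist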
# MEX-5 binding = C. elegans MEX-5 TCR-2 RNA binding activity | MEX-5/FITC-TCR2 RNA binding, fluorescence polarization; active compounds read low | Q9XUB2 | activity score (negative = inhibition of binding), % at 10 µM | AID 1832 | 300,000 tested, 0.38% active;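 active = inhibition past about -25% in most replicates, and total fluorescence under double the plate's negative control median, limit read from the data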;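 note: 0% = DMSO and -100% = 5 µM competing unlabeled TCR2 RNA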
# PAFAH1B2 FP inh = blocks human PAF acetylhydrolase 1b catalytic subunit 2; 340,000 tested, 1.2% active; inhibition, % at 3.39 µM; AID 492953; recombinant PAFAH1B2, FP-rhodamine activity probe, fluorescence polarization;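 active = inhibition above the mean of all tested compounds plus 3 SD, cut at about 24% in these data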;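 note: 0% = enzyme with DMSO and 100% = wells lacking PAFAH1B2; many of its hits are not listed in these tables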
# MCL1 BIM primary = inhibitors of human MCL1 binding to BIM-BH3 peptide; inhibition, % at 10.9 µM; GST-MCL1 / FITC-Bim-BH3 fluorescence polarization; Q07820; 320,000 tested, 0.68% active;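 active = inhibition above the mean inhibition of all tested compounds plus 3 SD, set per campaign, cut at about 40% in these data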;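 note: 0% = DMSO wells and 100% = unlabeled Bim-BH3 peptide control; higher means more loss of mP so more displacement of Bim peptide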
# Target sequence (Q07820 whole entry, looked up): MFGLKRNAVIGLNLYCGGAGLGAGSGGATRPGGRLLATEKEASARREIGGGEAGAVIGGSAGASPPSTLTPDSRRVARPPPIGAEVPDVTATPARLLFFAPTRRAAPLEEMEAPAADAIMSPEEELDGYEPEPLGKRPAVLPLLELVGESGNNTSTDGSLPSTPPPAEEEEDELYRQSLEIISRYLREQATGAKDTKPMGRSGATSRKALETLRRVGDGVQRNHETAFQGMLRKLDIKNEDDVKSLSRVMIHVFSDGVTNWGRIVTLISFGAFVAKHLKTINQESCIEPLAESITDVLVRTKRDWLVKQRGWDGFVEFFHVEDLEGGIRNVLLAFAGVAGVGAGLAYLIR
# PME-1 inh = PME-1 (human) inhibition. recombinant PME-1, FP-Rh probe fluorescence polarization. inhibition, % at 5.9 µM. 320,000 tested, 0.53% active. AID 2130;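 active = inhibition above the campaign mean of all compounds plus 3 SD, cut at about 26% in these data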;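 note: competitive labeling of PME-1 active site by serine hydrolase directed probe; 0% = PME-1 with DMSO and 100% = wells lacking PME-1 enzyme; inhibitors block probe labeling so polarization falls and inhibition rises; many of its hits are not listed in these tables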
# GLD-1 TGE inh = GLD-1-TGE RNA interaction inhibition (C. elegans); Q17339; inhibition, % at 5.96 µM; 320,000 tested, 0.44% active; purified GLD-1 + fluorescein TGE RNA, fluorescence polarization; AID 2280;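 active = percent inhibition above a per-plate cutoff, the plate mean of test compounds plus 3 SD, cut at about 30% in these data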;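 note: 0% = DMSO wells with GLD-1 and probe and 100% = wells lacking GLD-1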
# Target sequence (Q17339 whole entry, looked up): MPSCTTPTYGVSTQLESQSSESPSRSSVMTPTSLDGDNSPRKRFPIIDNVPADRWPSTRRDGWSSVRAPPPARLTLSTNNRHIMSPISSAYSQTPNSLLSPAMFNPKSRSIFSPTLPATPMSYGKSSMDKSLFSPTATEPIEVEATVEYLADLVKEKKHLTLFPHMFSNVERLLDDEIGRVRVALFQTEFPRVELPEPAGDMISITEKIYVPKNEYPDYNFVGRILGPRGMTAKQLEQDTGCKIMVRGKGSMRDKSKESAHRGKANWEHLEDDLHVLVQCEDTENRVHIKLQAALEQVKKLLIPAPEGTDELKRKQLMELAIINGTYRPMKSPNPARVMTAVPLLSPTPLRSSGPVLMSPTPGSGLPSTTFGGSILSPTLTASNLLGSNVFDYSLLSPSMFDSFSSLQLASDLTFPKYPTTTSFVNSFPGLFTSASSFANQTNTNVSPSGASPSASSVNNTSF
# pPAFAH inh = pPAFAH (human) enzyme inhibition; Q13093; recombinant pPAFAH, FP-rhodamine probe fluorescence polarization; inhibition, % at 3.39 µM; 330,000 tested, 1.5% active; AID 463082;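 active = inhibition above the mean inhibition across the screen plus 3 SD, cut at about 25% in these data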;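 note: inhibitors block binding of the rhodamine activity-based probe so polarization drops; 0% = enzyme with DMSO and 100% = wells lacking pPAFAH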
# * = called active by the depositor; / = not tested or not shown. Not all compounds are listed; rates above refer to the full screens.
Structure	BCLXL inh	Fam108B counter	AHR activator	MEX-5 binding	PAFAH1B2 FP inh	MCL1 BIM primary	PME-1 inh	GLD-1 TGE inh	pPAFAH inh
Cn1cncc1C#Cc1ccc2cc(CCO)oc(=O)c2c1	4	/	48*	/	7	-1	5	0	1
COc1ccc(C(c2nnnn2CC2CCCO2)N2CCC(C(N)=O)CC2)cc1 (stereo unspecified)	5	0	1	-2.2	9	4	-2	-1	0
C/C(CC(=O)Nc1cc(Cl)ccc1Cl)=N\NC(=O)COc1cccc(C)c1	-2	-2	37	-0.8	1	-7	-9	-3	-6
Cc1ccc(C(=O)Oc2coc(CSc3nnc(NC(=O)C4CC4)s3)cc2=O)cc1	0	-2	4	0.2	-6	6	-2	-1	5
O=C(CC1NCCc2ccccc21)Nc1ccccc1 (stereo unspecified)	5	3	11	-0.2	9	4	0	5	2
COC(=O)c1sccc1Oc1ccc(F)cc1[N+](=O)[O-]	6	6	3	-1.3	7	-1	-13	8	2
COc1ccc(NC(=O)C2(c3ccc(NC(=O)c4ccc(OC)cc4)cc3)CCCC2)cc1	-1	-3	-1	-0.2	2	-2	-3	1	-7
COc1ccc2nc(-n3c(O)c(C4=c5ccccc5=NC4=O)[nH]c3=S)sc2c1	15	37*	23	0.2	15	68*	54*	2	21
CC1CCCCN1C(=O)COC(=O)Cc1c[nH]c2ccccc12 (stereo unspecified)	/	/	17	/	7	/	/	3	2
CCCCn1c(SCC(=O)Nc2nccs2)nc2ccccc2c1=O	2	-2	1	1.0	1	4	5	4	1
Cn1ncc(Br)c1C(=O)NCc1cccs1	2	0	-1	1.3	-1	-1	5	0	3
O=C(COc1ccccc1Br)NCCc1nc2ccccc2[nH]1	4	2	3	2.8	3	3	3	-4	-4
OCC1(CCOc2ccccc2)CCN(Cc2ccncc2)CC1	4	-1	2	1.2	1	5	-10	3	0
CCc1cccc(NC(=O)CN(c2ccc(C)cc2)S(=O)(=O)c2c(C)noc2C)c1	2	-4	11	-1.7	-3	-3	-5	1	2
CCC(=O)NC(=S)Nc1ccc(NC(=O)c2cccc([N+](=O)[O-])c2C)cc1	3	1	-4	2.9	-4	7	-9	4	5
CN1CCN(c2ccc([N+](=O)[O-])cc2NC(=O)c2cccs2)CC1	1	-1	6	0.6	6	5	1	1	0
CCN(CC(=O)Nc1ccc2c(c1)OCCO2)c1ccc(S(=O)(=O)N2CCOCC2)cn1	-3	1	3	-1.9	0	-3	-5	-3	5
CS(=O)(=O)c1cnc(-c2ccccc2)nc1Oc1ccc(Cl)cc1	8	4	0	-0.7	7	11	0	9	0
CCOC(=O)C1CCN(S(=O)(=O)c2ccc3c(ccn3C)c2)CC1	-2	1	-1	-1.6	3	-4	4	8	1
O=C1CC(NNC(=O)c2cccc(F)c2)C(=O)N1 (stereo unspecified)	0	-4	0	-1.2	4	-3	-5	-5	1
Cn1c(-c2ccc(C(F)(F)F)cc2)cc2onc(-c3ccccc3)c2c1=O	1	2	31	/	2	4	1	1	-6
CCOC(=O)/C(C#N)=C1\CCCN1CC(N)=S	9	-3	3	0.3	-1	17	0	4	5
C#CCNC(=O)C1=C[C@H](C2CCCCC2)[C@@H](CCCO)[C@H](OCC)O1	6	1	4	3.4	-5	1	-2	-4	5
Cn1c(CSc2nc3ccccc3s2)nnc1SCC(=O)NCCCN1CCOCC1	4	2	8	3.4	3	-1	-7	1	2
CC1CN(Cc2ccccc2Cl)CC(C)O1 (stereo unspecified)	-2	-2	1	-3.6	2	-4	1	-2	-4
CC(=O)c1ccc(N2CCN(c3ncccn3)CC2)c([N+](=O)[O-])c1	3	-3	-3	-0.2	2	5	-4	-3	-4
COc1cc(C)nc(NC(=O)NC(=O)c2ccc(C(F)(F)F)cc2)n1	-1	-3	1	4.9	6	-7	-3	4	0
Clc1cccc2sc(N3CCCC3)nc12	2	4	13	-0.6	1	7	2	-4	-5
Fc1ccc(-c2nnsc2Sc2ccccn2)cc1	-2	-8	-7	1.1	2	0	-9	6	-7
Cc1cccc(NC(=O)c2ccccc2OCC(=O)N2CCCC2)c1C	4	-6	2	1.5	/	4	-3	7	2
CCCCNS(=O)(=O)c1ccc(NC(=O)C2c3ccccc3Oc3ccccc32)cc1	5	-3	1	0.3	5	5	-5	12	0
CN1CCN(C2=NC3(CCCC3)C(C#N)C(=O)N2)CC1 (stereo unspecified)	4	3	0	1.7	0	14	-1	11	-3
CC(C)(C)NC(=O)NC(=O)CSc1n[nH]c(-c2ccccc2Br)n1	-1	-1	5	2.6	-1	-4	0	7	5
Cc1ccc2nc(C)c3c(c2c1)COC3	6	-3	-4	0.5	1	8	6	5	-1
CCC(=O)Nc1c(-c2ccccc2Cl)c(=O)c2ccccc2n1CC	3	4	1	0.2	7	3	-3	1	3
O=[N+]([O-])c1ccc(Oc2c(F)c(F)nc(N3CCCC3)c2F)cc1	3	-1	-1	1.6	0	10	0	-1	1
CN(CCCN1CCOCC1)C(=O)c1cc(COc2ccc(F)cc2F)on1	2	2	-2	1.3	5	1	-5	7	5
Cc1cc(C)n(CCNS(=O)(=O)c2ccccc2)n1	1	2	-2	-1.0	2	5	1	5	2
C=CCN(CC=C)CCCOc1ccccc1C(=O)OC	7	1	0	0.1	-1	9	-1	3	2
C/C(Cc1ccccc1)=N\NC(=O)CNC(=O)COc1ccccc1	1	3	-1	-4.7	0	7	-4	0	4
CC(C)CNc1c(N)c(=O)oc2ccccc12	-1	7	8	0.0	4	-1	1	4	-6
O=S(=O)(c1cccc(F)c1)N1CCC(CO)(Cc2cccc(F)c2)CC1	0	-1	5	0.4	19	-1	-1	-1	-1
COc1ccc(N(C)S(=O)(=O)c2cccc(C(=O)OCC(=O)N(C)c3ccccc3)c2)cc1	/	/	3	/	7	/	/	6	8
CCN(CC)c1ccc(NC(=O)Cn2c(C(C)NC(=O)c3ccccc3)nc3ccccc32)cc1 (stereo unspecified)	-23	3	3	-0.2	1	-49	-8	-35	9
CC1CC(C)CN(CCCNC(=O)CN2C(=O)COc3ccc(S(=O)(=O)N4CCOCC4)cc32)C1 (stereo unspecified)	6	-1	1	1.1	-2	-2	7	1	8
O=C(CC1c2ccccc2Oc2ccccc21)NCc1ccco1	6	-3	2	-0.2	-2	4	-10	2	5
CCOC(=O)C1=C(C)NC(C)=C(C(=O)OCC)C1C(=O)OCC(=O)N1CCc2ccccc2C1	1	-6	5	0.1	4	2	3	2	-4
Cc1cc(=O)n2c(C(=O)Nc3ccc(C(=O)OC(C)C)cc3)c(C(=O)Nc3ccccc3)sc2n1	6	-10	1	-2.8	1	5	1	-3	-4
O=C(Oc1c(-c2ccccc2Cl)oc2ccccc2c1=O)c1ccc(Cl)cc1	2	-10	6	0.9	-3	2	-13	2	15
CN(C(=O)CSc1nc2ccc(Cl)cc2[nH]1)C1CCS(=O)(=O)C1 (stereo unspecified)	/	/	13	/	1	/	/	0	6

# (listing goes on)
Structure	BCLXL inh	Fam108B counter	AHR activator	MEX-5 binding	PAFAH1B2 FP inh	MCL1 BIM primary	PME-1 inh	GLD-1 TGE inh	pPAFAH inh
Cc1c(C)n(C(=O)CSc2nccn2C)c2ccccc12	-1	-3	33	-1.0	3	-6	6	-4	2
C(=N\N1CCN(C(c2ccccc2)c2ccccc2)CC1)/c1ccc2c(c1)OCO2	0	1	-2	-0.6	4	-10	-3	2	4
CCC(=O)Nc1cc(C(C)C)c(O)cc1C	5	2	0	-0.5	-4	2	1	-4	-1
O=C(Cn1[nH]c(=O)c2ccccc2c1=O)OCC(=O)N1CCCc2ccccc21	5	-2	2	0.2	4	1	-1	-7	-5
COCCCN(C(=S)Nc1ccc(C)cc1Cl)C(C)c1ccncc1 (stereo unspecified)	1	1	2	0.1	2	11	-1	2	-1
CSC1=NCCN1C(=O)c1ccc(Br)o1	2	0	-3	-1.1	2	0	1	5	6
O=C1c2ccccc2S(=O)(=O)N1CCS(=O)(=O)c1ccc(F)cc1	3	1	0	2.2	7	3	-6	-1	4
C/C(=N\N=C(/N)SC1CC(=O)N(c2ccc(Cl)c(Cl)c2)C1=O)c1cccs1 (stereo unspecified)	-6	5	6	-0.6	4	-4	-13	2	17
N[C@@H](Cc1cc(I)c(O)c(I)c1)C(=O)O	3	9	-1	-0.3	15	-5	-3	-3	-3
COc1ccc(NC(=O)CN(C)S(=O)(=O)c2ccc3c(c2)CCC(=O)N3)c(OC)c1	1	3	0	0.3	0	3	2	1	2
COc1ccc(C(=O)NCC(=O)OCc2ccc([N+](=O)[O-])cc2)cc1	4	3	0	3.9	4	11	3	6	3
CCOC(=O)/C(C#N)=N/Nc1ccccc1OC	5	4	-1	-0.6	3	8	3	0	1
Cc1ccc(/C=C(/NC(=O)c2ccccc2)C(=O)NCCc2c[nH]c3ccccc23)o1	2	1	9	1.7	4	-3	-2	-5	10
Cc1cc2c(cc1S(=O)(=O)CCC(=O)NC1CCC(C)CC1)OCC(=O)N2 (stereo unspecified)	0	8	0	-2.2	1	5	1	-7	-6
Cc1nc2ccccc2c(=O)n1-c1cccc(NC(=O)c2cccs2)c1	3	4	0	-3.5	3	4	0	-9	1
COC(=O)c1ccc(Oc2ccc3nncn3n2)cc1	9	-2	-2	-0.6	-4	2	0	3	8
CC(=O)Nc1ccc(S(=O)(=O)N(C)CC(=O)OCC(=O)Nc2ccc3c(c2)OCO3)cc1	0	3	4	0.2	-3	1	-1	-8	-6
Cc1ccc(-c2nc(NCc3ccco3)n(C(=O)c3ccco3)n2)cc1	7	7	15	-0.5	6	-2	1	1	2
CC(C)(C)NC(=O)C(=O)NCc1ccccn1	1	-3	3	-0.6	3	9	-2	-6	1
Cn1cnnc1SCC(=O)c1c(N)n(Cc2ccccc2)c(=O)n(C)c1=O	3	6	6	-0.6	/	-2	2	8	0
CC(=O)Nc1ccc(N/C=C(\C=O)c2nc3ccccc3o2)cc1	5	-1	14	-7.2	5	4	2	8	2
COc1cccc(CNC(=O)CCCn2c(=S)[nH]c3cc4c(cc3c2=O)OCO4)c1	-1	-3	6	0.7	8	1	3	1	-1
COC(=O)c1cccc(NC(=O)Nc2ccc(Cl)cc2Cl)c1	-5	-4	2	0.5	-5	-5	-4	0	1
Nc1nc(NC(=O)c2ccc(F)cc2)ns1	1	0	3	1.4	-4	-3	10	2	5
COc1ccccc1CNC(=O)COC(=O)c1cnccn1	1	2	-1	-2.1	7	-1	1	8	1
CCCCn1c(N)c(N(CCOC)C(=O)c2cnccn2)c(=O)[nH]c1=O	-3	0	1	-6.4	0	-2	-4	7	2
CC(C)OC(=O)Nc1ccc2c(c1)N(C(=O)CCN1CCN(CCO)CC1)c1ccccc1CC2	2	1	1	2.0	6	8	9	2	3
CCn1c(SCC(=O)N2CCC(C)CC2)nc2c1c(=O)n(C)c(=O)n2C	0	1	6	1.7	-3	3	-2	-3	4
COc1ccc(CNC[C@H]2O[C@@H](n3cnc4c(N)ncnc43)[C@H](O)[C@@H]2O)cc1OC	/	/	1	/	4	/	/	6	0
C=CCSc1nc(=O)n2ccccc2n1	0	-1	1	-1.8	1	2	2	7	1
